N370S GC = inhibitors or activators of N370S glucocerebrosidase for Gaucher disease. Potency, µM (doses to about 59.4 µM), inactives show top-dose activity change, negative = inhibition, usual class: inhibitors. N370S GC spleen homogenate, 4MU-glucoside fluorescence. hit rate 0.092% among 330,000;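 also: 0% = full enzyme activity and -100% = no enzyme basal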
FEN1 inhibitor = inhibitors of human flap endonuclease 1; hit rate 0.35% among 390,000; Potency, µM (doses to about 114 µM), for the others: at the highest dose activity change, negative = inhibition, actives largely listed as inhibitors; Recombinant FEN1 flap cleavage, fluorescence, 15 min; also: nearly all actives have a fitted effect of over 65% in size
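In this screen, 50 nM flap DNA substrate was added to 10 nM FEN1 pretreated with compound for 15 min at room temperature; cleavage was followed with reads at 0 and 15 min, and Hill fitting gave concentration–response parameters.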
KAT2A inh = GCN5L2 (KAT2A) acetyltransferase inhibition | Q92830 | GCN5L2 HAT assay, ThioGlo1 CoA-SH fluorescence | Potency, µM (series often up to 58.9 µM), for the others: at the highest dose activity change, negative = inhibition, usual class: inhibitors | hit rate 0.21% among 390,000 | AID 504327
Target sequence (Q92830 whole entry, looked up): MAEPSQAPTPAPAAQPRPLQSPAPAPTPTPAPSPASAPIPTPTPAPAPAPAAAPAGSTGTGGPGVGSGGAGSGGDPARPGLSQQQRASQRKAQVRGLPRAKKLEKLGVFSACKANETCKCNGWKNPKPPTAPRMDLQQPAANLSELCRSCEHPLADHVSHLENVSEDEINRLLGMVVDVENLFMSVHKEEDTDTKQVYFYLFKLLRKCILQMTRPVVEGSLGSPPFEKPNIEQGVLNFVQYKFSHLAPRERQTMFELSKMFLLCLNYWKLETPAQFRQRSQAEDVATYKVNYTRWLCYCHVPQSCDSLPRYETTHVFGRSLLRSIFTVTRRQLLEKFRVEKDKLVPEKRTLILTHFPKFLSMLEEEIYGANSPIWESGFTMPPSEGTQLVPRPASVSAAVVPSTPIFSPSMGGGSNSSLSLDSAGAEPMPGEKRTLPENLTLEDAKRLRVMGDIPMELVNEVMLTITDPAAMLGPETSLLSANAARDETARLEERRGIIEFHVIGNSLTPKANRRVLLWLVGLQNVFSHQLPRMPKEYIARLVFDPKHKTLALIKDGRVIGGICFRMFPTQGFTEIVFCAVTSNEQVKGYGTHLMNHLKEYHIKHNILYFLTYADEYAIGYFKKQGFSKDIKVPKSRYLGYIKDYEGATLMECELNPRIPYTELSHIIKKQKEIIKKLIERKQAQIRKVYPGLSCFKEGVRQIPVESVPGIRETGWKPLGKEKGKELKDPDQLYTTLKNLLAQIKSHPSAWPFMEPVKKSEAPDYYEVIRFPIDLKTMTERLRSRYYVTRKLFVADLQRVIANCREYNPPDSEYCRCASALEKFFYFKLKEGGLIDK
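GCN5L2 (20nM final) in 50mM HEPES, 0.1mM EDTA pH 7.5, 0.01% Tween-20 was preincubated 15 min at room temperature with compound, then given ThioGlo1 (50uM), H3(1-25) peptide (75uM) and acetyl-CoA (70uM); CoA-thiol fluorescence (Ex340/Em540) was read at 0 and 20 min.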
Numbers without * were called inactive; ? = inconclusive; . = no result given; & = joins results of further samples; [ ] = dose if it differs, or a comment. Calls follow the shape of the dose curve; as a rule, active = well fitted curve in the direction sought with a large enough effect; inconclusive = small, poorly fitted or top-dose-only effect, or another doubt; inactive = no such curve, though single readings can be large; an effect the other way counts as inactive or inconclusive. Unless noted, % is scaled to controls: 0 for no effect and ±100 for the full control effect; potency is read from the fitted curve at half-maximal effect.

SMILES	N370S GC	FEN1 inhibitor	KAT2A inh
C=C1C2C[C@H](O)C(C)(C)[C@@]2(O)[C@H](O)C[C@]23C[C@@](C)(O)[C@H](CC[C@H]12)[C@H]3O (stereo partly drawn)	1.3%	-10.5%	0.9%
COc1cccc(CN2CCC(N(CCc3ccccc3)Cc3ccccc3)CC2)c1OC	-12.7%	-5.5%	0.8%
COc1ccc2ccc3c(c2c1)N=C[C@]1(O3)N(C)c2ccccc2C1(C)C	.	?	?
CCCC[C@]12Cc3ccccc3C(O1)c1c(cc(-c3ccccc3)oc1=O)O2	1.9%[12.8 µM]	.	-6.5%[12.7 µM]
CC(C)(C)C1CCc2onc(C(=O)Nc3ccc4c(c3)OCO4)c2C1 (stereo not drawn)	-12.3%	-5.7%	-3.6%
O=C(O)c1cnn2c(-c3ccccc3)ccnc12	-7.1%	-1.9%	-0.8%
CC1(c2nnc(-c3ccc(F)cc3)o2)CC(c2ccc(F)cc2)=NO1 (stereo not drawn)	10.3%	-18.8%	-11.8%
COc1ccc(C(=O)/C=C/Nc2ccccn2)c(OC)c1	3.9%	-0.7%	-8.1%
Cn1nc(-c2ccccc2)c(C(O)c2ccccc2C(F)(F)F)c1Cl (stereo not drawn)	-27.2%	-10.5%	-25.0%
CC(Sc1nc(=O)cc(N)n1CCc1ccccc1)C(=O)Nc1cccc(Cl)c1 (stereo not drawn)	.	2.9%	2.6%
O=C(Cn1c(=O)c2cccn2c2ccc(F)cc21)NCCCN1CCN(c2ccccc2F)CC1	-4.7%	-3.8%	-10.2%
c1cc(C(c2nnnn2C2CCCC2)N2CCOCC2)ccn1 (stereo not drawn)	-1.4%	-11.3%	-12.3%
COc1ccc(NC(=O)Cn2c(=O)n(-c3ccc(OC)cc3)c(=O)c3sc4ccccc4c32)cc1	.	3.9%	-6.7%
COc1cc(S(=O)(=O)n2cnc(C)c2)ccc1Br	12.0%	14.4%	-4.6%
Cc1ccc(-n2nc3c(=O)n(C(C)C(=O)NCc4ccc5c(c4)OCO5)nc(C)c3c2C)cc1 (stereo not drawn)	-0.6%	7.5%	-6.9%
COc1ccc(C2OC3C(CO)OC(n4cnc5c(=O)[nH]c(N)nc54)C3O2)cc1 (stereo not drawn)	4.6%	.	1.8%
O=C(Cc1ccccc1)Nc1ccc(NC(=O)c2cccnc2)cc1	-5.6%	-3.4%	-0.9%
CCN1C(=O)c2cccc3c(S(=O)(=O)Nc4ccccn4)ccc1c23	-3.9%	-2.3%	?
Cc1ccc(CC(CC(=O)O)C(=O)NCC23CC4CC(CC(C4)C2)C3)cc1 (stereo not drawn)	1.8%	-1.9%	?
CCn1c2ccccc2c2cc(CN3CCN(S(=O)(=O)Cc4ccccc4)CC3)ccc21	25.9%	-5.7%	-4.4%
COc1cccc(NC(=O)c2c([N+](=O)[O-])cnn2C)c1	-6.8%	2.6%	-2.3%
CCn1cc(C(=O)NCC(=O)OC)c2cc(OC)c(OC)cc2c1=O	8.1%	-12.4%	4.4%
Cc1ccc2nc(COc3cccc(NC(=O)COc4ccc(F)cc4)c3)cc(=O)n2c1	.	-0.8%	-0.3%
COc1ccc(-c2nc3ccc(NS(=O)(=O)c4ccc(C)cc4)cc3o2)cc1	.	-18.3%	-14.2%
Cn1c(CN2CCCC2)nc2cc(NC(=O)COc3ccccc3)ccc21	-1.1%	-4.8%	-1.8%
c1ccc(CNc2nc3ccccc3n3cnnc23)nc1	-17.4%	-12.3%	-13.2%
CCN(C(=O)CSc1nnc(-c2ccc(OC)cc2)n1C(C)C)C1CCS(=O)(=O)C1 (stereo not drawn)	.	0.8%	-0.4%
CCOC(=O)CN1C(=O)C(CC)Oc2ccccc21 (stereo not drawn)	-0.2%	-14.2%	-3.2%
COc1ccc(NC(=O)C#Cc2ccccc2)cc1	-17.0%	-3.2%	0.1%
COc1ccc(N2CCN(C(=O)c3ccc(NS(=O)(=O)c4ccccc4)cc3)CC2)cc1	10.1%	-3.4%	-2.3%
C=CCN1/C(=C2/SC(=S)N(C)C2=O)Sc2ccccc21	6.1%	.	-21.6%
COc1ccc(N(CC(=O)Nc2cc(C)cc(C)c2)S(=O)(=O)c2ccccc2[N+](=O)[O-])c(OC)c1	?	12.8%	0.6%
COc1ccc(C(CC(=O)O)NS(=O)(=O)c2ccc(C)cc2)cc1OC (stereo not drawn)	-12.3%	-2.1%	-10.3%
O=C(O)c1ccc(S(=O)(=O)Cc2ccccc2)cc1	5.9%	5.9%	3.7%
COc1ccc(NC(=O)CN2CCOCC2)cc1S(=O)(=O)N1CCCCC1	.	1.0%	-11.0%
Clc1ccc2[nH]c3c(NCC4CCCO4)ncnc3c2c1 (stereo not drawn)	-8.3%	.	0.6%
Cc1cc(C(=O)OCC(=O)Nc2sc3c(c2C#N)CCC(C)C3)c2ccccc2n1 (stereo not drawn)	17.4%	-6.8%	?
O=C(CCC(=O)c1cccs1)c1cccs1	-18.7%	4.1%	-0.4%
CSC1=C(C#N)C(C)CC(=O)N1 (stereo not drawn)	1.2%	-9.6%	2.8%
O=C(c1ccc(F)cc1)N1CCN(c2ccc([N+](=O)[O-])c(N3CCOCC3)c2)CC1	-26.4%	4.2%	-0.3%
COc1cccc(C(C(=O)NCC2CCCO2)N(C(=O)Cn2nnc3ccccc32)c2ccccc2C(C)=O)c1OC (stereo not drawn)	-2.0%	-1.7%	-6.5%
Cc1cc2c3c(c1)C(C)CC(C)(C)N3C(=O)C2=O (stereo not drawn)	6.2%	-2.6%	-4.7%
COc1ccccc1-c1cc(C(F)(F)F)nc(NCc2ccco2)n1	1.0%	?	-17.4%
COc1ccccc1NC(=O)CSc1nc2c(sc3ccccc32)c(=O)n1CCN(C)C	?	-5.4%	-18.3%
Cc1ccc(/C(N)=N/OC(=O)c2cccc(Cn3cc(C(F)(F)F)ccc3=O)c2)cc1	15.4%	-12.8%	-9.5%
Cc1cccc(C)c1NC(=O)Cn1nnc(S(=O)(=O)c2ccccc2)c1N	.	-10.4%	-4.5%
CCn1c(=O)c([N+](=O)[O-])c(N2CCN(Cc3ccc4c(c3)OCO4)CC2)c2ccccc21	-3.6%	-8.6%	-1.8%
Cc1cccc(C(=O)n2nc(-c3cccnc3)nc2NCc2ccccc2)c1	.	1.3%	-13.8%

Some of these compounds in order of molar mass, descending:
SMILES	N370S GC	FEN1 inhibitor	KAT2A inh
COc1cccc(C(C(=O)NCC2CCCO2)N(C(=O)Cn2nnc3ccccc32)c2ccccc2C(C)=O)c1OC (stereo not drawn)	-2.0%	-1.7%	-6.5%
COc1ccc(N(CC(=O)Nc2cc(C)cc(C)c2)S(=O)(=O)c2ccccc2[N+](=O)[O-])c(OC)c1	?	12.8%	0.6%
COc1ccccc1NC(=O)CSc1nc2c(sc3ccccc32)c(=O)n1CCN(C)C	?	-5.4%	-18.3%
CCN(C(=O)CSc1nnc(-c2ccc(OC)cc2)n1C(C)C)C1CCS(=O)(=O)C1 (stereo not drawn)	.	0.8%	-0.4%
COc1ccc(N2CCN(C(=O)c3ccc(NS(=O)(=O)c4ccccc4)cc3)CC2)cc1	10.1%	-3.4%	-2.3%
CCn1c(=O)c([N+](=O)[O-])c(N2CCN(Cc3ccc4c(c3)OCO4)CC2)c2ccccc21	-3.6%	-8.6%	-1.8%
Cc1ccc(/C(N)=N/OC(=O)c2cccc(Cn3cc(C(F)(F)F)ccc3=O)c2)cc1	15.4%	-12.8%	-9.5%
Cc1cc(C(=O)OCC(=O)Nc2sc3c(c2C#N)CCC(C)C3)c2ccccc2n1 (stereo not drawn)	17.4%	-6.8%	?
O=C(c1ccc(F)cc1)N1CCN(c2ccc([N+](=O)[O-])c(N3CCOCC3)c2)CC1	-26.4%	4.2%	-0.3%
Cc1cccc(C)c1NC(=O)Cn1nnc(S(=O)(=O)c2ccccc2)c1N	.	-10.4%	-4.5%
COc1ccc(C(CC(=O)O)NS(=O)(=O)c2ccc(C)cc2)cc1OC (stereo not drawn)	-12.3%	-2.1%	-10.3%
Cc1cccc(C(=O)n2nc(-c3cccnc3)nc2NCc2ccccc2)c1	.	1.3%	-13.8%
COc1ccccc1-c1cc(C(F)(F)F)nc(NCc2ccco2)n1	1.0%	?	-17.4%
Clc1ccc2[nH]c3c(NCC4CCCO4)ncnc3c2c1 (stereo not drawn)	-8.3%	.	0.6%
c1ccc(CNc2nc3ccccc3n3cnnc23)nc1	-17.4%	-12.3%	-13.2%
CCOC(=O)CN1C(=O)C(CC)Oc2ccccc21 (stereo not drawn)	-0.2%	-14.2%	-3.2%
COc1ccc(NC(=O)C#Cc2ccccc2)cc1	-17.0%	-3.2%	0.1%
O=C(CCC(=O)c1cccs1)c1cccs1	-18.7%	4.1%	-0.4%
Cc1cc2c3c(c1)C(C)CC(C)(C)N3C(=O)C2=O (stereo not drawn)	6.2%	-2.6%	-4.7%
CSC1=C(C#N)C(C)CC(=O)N1 (stereo not drawn)	1.2%	-9.6%	2.8%

(cont.)
SMILES	N370S GC	FEN1 inhibitor	KAT2A inh
COc1ccc([N+](=O)[O-])cc1N(CC(=O)N(C)C)S(C)(=O)=O	2.0%	0.6%	-4.5%
CCCNC(=O)CSc1nc2ccccc2nc1Cc1ccc(Cl)cc1	.	16.0%	-3.2%
Cc1ccccc1C(=O)c1cccn1CC(=O)NCc1ccccc1Cl	-0.4%	17.1%	-11.2%
CCN(CC)C(=O)CC(c1ccc(N(C)C)cc1)c1c(O)cc(OC)cc1OC (stereo not drawn)	-5.2%&-10.0%	12.6%&6.2%	-2.0%
Cc1cc(C)c(NC(=O)C(C)N2CCCCCC2)c(C)c1 (stereo not drawn)	-8.2%	22.3%	1.0%
COCCCNC(=O)c1sc2nc(C)c(C(=O)Nc3ccc(C)cc3C)c(-c3ccccc3Cl)c2c1N	.	5.2%	1.0%
O=S(=O)(NC1CCCCC1Sc1ncccn1)c1ccc(Cl)cc1 (stereo not drawn)	30.7%	-3.9%	?
O=C(Oc1ccccc1)c1cccc(COC(=O)c2cnccn2)c1	6.4%	-3.7%	-12.1%
CCOc1cc(/C=N/NC(=O)c2ccncc2)ccc1OS(C)(=O)=O	-25.8%	8.4%	1.2%
Cc1ccc(-n2c3nc(=O)[nH]c(=O)c-3cc3cc([N+](=O)[O-])ccc32)cc1	10.4%	-7.1%	-4.9%
O=C(CC1CCCC1)NNC(=O)c1ccc(F)cc1	-12.5%	2.5%	-10.5%
Cn1c(=O)c2c(nc(Oc3ccccn3)n2C)n(C)c1=O	0.0%	.	1.1%
CCOC(=O)c1ccc(NC(=S)NN)cc1	14.1%	12.5%	-7.9%
O=C(CCSCCc1ccccn1)Nc1ccccc1C(F)(F)F	.	11.5%	-3.0%
COc1ccc(/C=N/NC(=O)c2[nH]c3ccc(Cl)cc3c2-c2ccccc2)c(C(=O)O)c1OC	-9.2%	?	-3.4%
Cc1ccc(CN2C(=O)C3(c4ccccc42)N(c2ccc(C)c(Cl)c2)C(=O)CS3(=O)=O)cc1 (stereo not drawn)	.	-9.2%	0.2%
N[C@@H](CCC(=O)N[C@H](CSN=O)C(=O)NCC(=O)O)C(=O)O	3.0%	.	-1.8%
Cc1ccnc(NC(=O)Cn2c(=O)oc3ccccc32)c1	0.7%	-10.8%	1.7%
CN(C)S(=O)(=O)c1ccc2c(c1)N(CC(=O)N1CCN(c3cccc(Cl)c3)CC1)CCS2	.	1.4%	3.3%
Cc1ccc(Cl)cc1N1CCN(C(=O)c2ccc(NS(=O)(=O)c3c(C)noc3C)cc2)CC1	-13.7%	-4.6%	-11.1%
C#CC(C)OC(=O)Nc1cnccc1C(F)(F)F (stereo not drawn)	1.5%	16.3%	-23.3%
CC12COC3(C(=O)Nc4nccs4)CC1CCC32C (stereo not drawn)	22.5%	9.8%	20.8%
CCCCC(=O)Nc1ccc(NC(=O)C2CC2)nc1	10.0%	6.4%	1.4%
Cc1cc(OCC(=O)N(C(C)C)C(C)C)cc(C)c1Br	6.4%	-5.4%	-3.2%
O=C(Nc1ccccc1Oc1ccsc1C(=O)O)c1ccccc1F	-10.2%	-0.1%	0.4%
COC(=O)/C(C#N)=C/c1c(Oc2cc(C)cc(C)c2)nc2c(C)cccn2c1=O	4.2%	4.4%	0.1%
NS(=O)(=O)c1ccc(NC(=O)CSc2nc3ccccc3nc2N2CCOCC2)cc1	-4.7%	-12.2%	?
COc1cccc(CNCC(O)(c2ccc(Cl)cc2)c2ccc(Cl)cc2)c1	-22.9%	-3.9%	2.9%
